# All columns: NCI-60 one-dose screen, growth in % after 48 h at 10 µM unless noted; 100 = growth as untreated, 0 = no growth, -100 = all killed.
# OVCAR-8 – OVCAR-8 ovarian cancer; 4.4% of 81,000 active; AID 1794782
# PC-3 – PC-3 prostate cancer cells. 3.9% of 80,000 active
# SNB-19 – SNB-19 CNS cancer cells; 2.5% of 81,000 active; AID 1794751
# SF-268 – SF-268 CNS cancer cells | 3.1% of 82,000 active
# U251 – U251 CNS tumor cells; 5.4% of 80,000 active; AID 1794753
# SF-295 – SF-295 CNS cancer cells; 5.6% of 79,000 active; AID 1794758
# SF-539 – SF-539 CNS cancer. 6.8% of 81,000 active
# DU-145 – DU-145 prostate cancer. 4.2% of 81,000 active
# Active calls of the source: *; x = not tested or not shown; & = joins results of further samples. The calls were made as follows: active = growth percent below 10; inactive = the rest. The order is random. About 9.2% of those tested had a hit in this group.
SMILES,OVCAR-8,PC-3,SNB-19,SF-268,U251,SF-295,SF-539,DU-145
COc1cc(C(=O)Nc2cc3c(cc2Oc2cc(C)cc(C)c2)C(=O)N(C)[C@@H](CC(=O)N(C)O)C(=O)N3)c(Br)c(OC)c1OC,0.6*,-14*,-22*,-27*,-0.6*,-35*,-47*,-32*
c1ccc(C(CC2CCCCC2)c2ccc3ccccc3c2)cc1 (stereo unspecified),107,99,104,94,94,101,99,101
O=C(/C=C/C12c3ccccc3C(c3ccccc31)C1C(=O)N(c3ccc(Cl)cc3)C(=O)C12)c1ccccn1 (stereo unspecified),21,-20*,-72*,8.6*,-48*,-9.3*,-53*,-87*
O=C(CCC(=O)Nc1ccc(-n2nnc3cc(Cl)c(Cl)cc32)cc1)Nc1ccc(-n2nnc3cc(Cl)c(Cl)cc32)cc1,x,67,100,88,96,95,91,104
Cc1cccc([N+](=O)[O-])c1Cl,100,102,106,101,102,104,105,105
Cc1ccc(C2=Nc3ccc(Cl)cc3C3=NNCC(=O)NN23)cc1,92,92,106,103,95,110,97,120
O=c1[nH]c2ccccc2c(=O)n1O,98,101,102,x,94,93,100,x
COc1ccccc1NC(=O)Oc1c(Cl)c(Cl)c(Cl)c(Cl)c1Cl,99,83,103,95,92,101,102,100
O=C1CNC(c2ccc([N+](=O)[O-])cc2)N1O (stereo unspecified),100,93,102,98,95,x,104,111
COC1OC(CO)C(OC(C)=O)C(OC(C)=O)C1OC(C)=O (stereo unspecified),102,104,106,101,92,99,107,110
O=C1NC(=O)C2C3C=CC(C3)C12 (stereo unspecified),104&116,99&96,110,100&118,108&103,98&113,97&94,104&119
O=C1[C@H]2Cc3c([nH]c4ccccc34)[C@@H](c3ccc(Br)cc3)N2C(=O)CN1C1CCN(Cc2ccccc2)CC1,42,17,48,37,32,32,65,39
O=C(Nc1cccc(NC(=O)c2ccccn2)c1)c1ccc(Cl)c(Cl)c1,96,96,106,97,98,88,90,104
O=C1OC(c2ccccc2)(c2ccccc2)c2ccccc21,99,84,101,95,88,107,99,98
COc1cc(C)ccc1Oc1nc(Nc2ccc(N3CCOCC3)cc2)ncc1NCc1ccc(Cl)cc1,71,68,99,91,90,82,82,100
C=CCOC(=O)C1=C(C)NC2=C(C(=O)CC(C)(C)C2)C1c1ccc(O)c(OC)c1 (stereo unspecified),97,89,98,99,104,105,103,117
O=c1[nH]c(=O)c2[nH]cnc2[nH]1,95,97,100,103,105,130,112,121
Cc1ccc2nc(-c3ccc(-c4nnc(SCC(=O)Nc5ccccc5)o4)cc3)[nH]c2c1,100,96,110,105,103,102,102,91
COC(=O)C1=C(C(=O)OC)C2C(C)=CC(C)=CN2C(C(=O)OC)=C1C(=O)OC (stereo unspecified),103,95,98,97,105,104,101,105
CCCCCCCCN1C(=O)c2ccccc2C1=O,98,97,110,113,98,100,105,119

# Among those listed so far, 5 contain a carbonyl joined to an NH by a bond outside any ring.
SMILES,OVCAR-8,PC-3,SNB-19,SF-268,U251,SF-295,SF-539,DU-145
COc1cc(C(=O)Nc2cc3c(cc2Oc2cc(C)cc(C)c2)C(=O)N(C)[C@@H](CC(=O)N(C)O)C(=O)N3)c(Br)c(OC)c1OC,0.6*,-14*,-22*,-27*,-0.6*,-35*,-47*,-32*
O=C(CCC(=O)Nc1ccc(-n2nnc3cc(Cl)c(Cl)cc32)cc1)Nc1ccc(-n2nnc3cc(Cl)c(Cl)cc32)cc1,x,67,100,88,96,95,91,104
COc1ccccc1NC(=O)Oc1c(Cl)c(Cl)c(Cl)c(Cl)c1Cl,99,83,103,95,92,101,102,100
O=C(Nc1cccc(NC(=O)c2ccccn2)c1)c1ccc(Cl)c(Cl)c1,96,96,106,97,98,88,90,104
Cc1ccc2nc(-c3ccc(-c4nnc(SCC(=O)Nc5ccccc5)o4)cc3)[nH]c2c1,100,96,110,105,103,102,102,91

# Ordered by count of non-hydrogen atoms (lowest first): 3 of the compounds above.
SMILES,OVCAR-8,PC-3,SNB-19,SF-268,U251,SF-295,SF-539,DU-145
CCCCCCCCN1C(=O)c2ccccc2C1=O,98,97,110,113,98,100,105,119
c1ccc(C(CC2CCCCC2)c2ccc3ccccc3c2)cc1 (stereo unspecified),107,99,104,94,94,101,99,101
O=C(CCC(=O)Nc1ccc(-n2nnc3cc(Cl)c(Cl)cc32)cc1)Nc1ccc(-n2nnc3cc(Cl)c(Cl)cc32)cc1,x,67,100,88,96,95,91,104

# Next entries
SMILES,OVCAR-8,PC-3,SNB-19,SF-268,U251,SF-295,SF-539,DU-145
N=C1N=C(SCc2nc3ccccc3[nH]2)NC(=O)/C1=C/c1ccc(Cl)cc1,102,107,105,112,105,103,102,110
Nc1ccc(-c2cc3c(NCc4ccccc4)ncnc3s2)cc1,94,x,74,87,82,83,86,56
C=C[C@]1(C)C[C@@H](OC(=O)CSC2CC3CCC(C2)N3C)[C@]2(C)C(C)CCC3(CCC(=O)C32)[C@@H](C)[C@@H]1O (stereo partly specified),77,89,101,81,105,116,87,90
Fc1cc2c(cc1Cl)N(c1ncnc3ccc(-c4ccc5n[nH]nc5c4)cc13)CC2,86,71,80,69,87,92,79,67
Cc1nn(-c2nc3ccccc3[nH]2)c2c1C(c1ccc(O)cc1)CC(=O)N2 (stereo unspecified),55,78,84,74,76,-16*,95,100
OCCN(CCO)Cc1nc2ccccc2[nH]1,110,89,91,x,103,110,95,108
O=C(Nc1nc2c(F)cc(F)cc2s1)C(Cl)(Cl)Cl,107,96,100,97,96,97,101,101
Cc1ccc(NCCN(C)CC(C)O)c2c(=O)c3ccc(Cl)cc3sc12 (stereo unspecified),58,48,55,58,8.6*,83,81,60
S=C(Nc1ccccc1)Nc1ccccn1,100,96,101,101,102,103,97,101
CCCCCCCCCCNC(=O)CBr,96,88,87,95,85,100,90,107
NC1C2CCC1CN(c1cnc(C(=O)Nc3cc(F)cc4cccnc34)cn1)C2 (stereo unspecified),86,61,70,74,60,76,65,71
CCCCCCCCCCCCCCCCCCOc1cccc(CC(=O)OCC[N+](C)(C)C)c1,93,95,79,92,68,91,92,105
CN(C)c1oc(/C=C/C=C/c2nc(C#N)c(N(C)C)o2)nc1C#N,103,104,98,109,103,106,102,112
O=C(/C=C/c1c(-c2ccc(Cl)cc2)nn(-c2ccccc2)c1C(F)(F)F)c1ccc(Cl)cc1,78,92,96,105,86,96,102,108
CC(C)(C)c1ccc(S(=O)(=O)Oc2ccc(NC(=O)C3CCCCCC3)cc2)cc1,81,52,69,76,61,50,91,79
Oc1c(CNC2CCCCC2)cc(CNC2CCCCC2)cc1CNC1CCCCC1,103,85,122,99,77,109,102,111
C=CCSc1ccc2c(c1)C(=O)Nc1ccccc1O2,98,103,85,107,90,106,94,106
O=C(N/N=C/c1ccc(OCc2ccccc2)cc1)c1cnn2c1NC(c1ccccc1)C2 (stereo unspecified),104,94,100,101,105,102,97,112
c1csc(-c2cn3ccnc3c(-c3ccc4c(c3)ncn4C3CCCCC3)n2)c1,102,93,106,97,101,107,102,96
O=C(COc1ccc(/C=C2/SC(=O)NC2=O)cc1)Nc1cccc(C(F)(F)F)c1,113,75,81,68,63,104,x,100
N#CC(C#N)=c1ccc(=C(C#N)C#N)cc1,108,93,111,106,99,88,99,105
N#CCCN(NC(=O)OCc1ccccc1)C(=O)OCc1ccccc1,99,93,108,106,102,99,106,109
Cc1ccc(S(=O)(=O)NCCCSCCSCCCN)cc1,98,92,102,104,96,101,100,x
Nn1c(N/N=C/c2cccc([N+](=O)[O-])c2)n[nH]c1=S,103,97,101,99,105,101,98,105
CCn1cc(C(=O)N/N=C/c2ccccc2)c(=O)c2cc(F)c(N3CCNC(C)C3)c(F)c21 (stereo unspecified),28,49,19,39,-92*,8.9*,-87*,-88*
CCc1ccc2c(c1)N(CCO)C1=C(C(=O)OC1)C2c1cccc(Br)c1 (stereo unspecified),34,30,38,47,24,-19*,-8.2*,12
O=c1[nH]c2ccccc2cc1-c1nnc(Cn2c(COc3ccccc3)nc3ccccc32)o1,71,58,82,64,82,76,93,59
O=C(C1=Cc2cccn2Cc2cnnn21)c1ccc(-c2ccccc2)cc1,96,84,91,96,94,94,97,105
O=C1OCC/C1=C\c1ccc(O)cc1,135,x,x,111,101,98,97,127
Cc1ccc(N/N=C/c2c(-c3ccc(S(C)(=O)=O)cc3)nc3ccccn23)cc1,49,40,67,64,55,60,78,57
COc1ccc(C2=NOC(C(=O)N3CCOCC3)C2)cc1OC1CCCC1 (stereo unspecified),105,100,101,101,100,99,104,111
CCOc1ccc(NC(=O)CC(C)=O)cc1,105,98,99,103,102,104,98,110
COc1cc(/C=N/Nc2ncnc3c2c(C)nn3-c2ccc(Cl)cc2)ccc1O,84,59,72,57,63,87,65,58
C(=N\NC1=NCCN1)/c1cccs1,105,98,100,111,106,101,102,108
O=C(NN(C(=O)c1ccccc1)c1cccs1)c1ccccc1,120,83,100,112,111,116,110,123
COc1ccc(-c2cc(-c3ccc(Cl)cc3)c(C#N)c(=O)n2Cc2ccc(C(=O)Nc3ccccc3N)cc2)cc1,93,80,80,73,89,61,74,101
COC(=O)c1ccc(C=O)cc1,108,99,100,108,113,97,93,112
C=CCN1C(=O)CN(Cc2ccc(C(=O)NO)cc2)C(=O)C1Cc1ccccc1 (stereo unspecified),97,93,89,101,98,100,88,101
OC1CCN(Cc2ccccc2)CC1,100,89,101,127,99,98,112,139
CCN(CC)S(=O)(=O)c1ccc(NC(=O)CSc2nnc(C)n2-c2ccccc2)cc1,102,95,102,98,104,115,101,120
CSc1ccncc1C(O)c1cccc(C(F)(F)F)c1 (stereo unspecified),101,99,100,107,93,94,89,109
Cc1ccc2oc(=O)cc(C3C4=C(CCCC4=O)OC3c3cc(=O)oc4ccc(Cl)cc34)c2c1 (stereo unspecified),107,103,108,99,106,101,95,110
CCOC(=O)C(=CNc1cccc(C)n1)C(=O)OCC,100,x,x,94,98,107,107,98
CC12CCC3c4ccc(O)cc4CCC3C1CCC2=O (stereo unspecified),100,85,98,99,101,112,97,112
CCCCCCN1CSC(=S)N(CCCCCC)C1,103,84,106,104,103,98,102,113
Cn1nc(-c2ccc(O)c(-c3ncc[nH]3)c2)c2ccccc2c1=O,89,80,97,85,96,89,102,84
COc1ccc(/C=C2/CN(C(=O)c3ccc(C)cc3)C/C(=C\c3ccc(OC)cc3)C2=O)cc1,89,69,99,87,89,85,102,94
Cc1cc(O)ccc1N=Nc1ccccc1,92,88,110,92,97,101,100,99
CC1=CC(Cc2ccccc2)N(C)C(C(N)=O)C1 (stereo unspecified),98,97,100,128,x,87,89,124
CCOC(=O)C1(Cc2ccccc2)CCCCCC1=O (stereo unspecified),103,94,108,103,114,101,108,x
CCOc1ccccc1CNCC(=O)N(CC(=O)N(CC(N)=O)Cc1ccccc1C)Cc1ccc(C(C)(C)C)cc1,97,77,80,85,77,103,88,98
CC(C)(C)c1ccc(OC(=O)Nc2ccccc2)cc1,105,96,109,96,101,103,90,107
C[C@H](NC(=O)[C@@H]1CCCN1C)[C@H](Oc1ccc2c(cnn2-c2ccc(F)cc2)c1)c1ccc2c(c1)OCCO2,86,67,92,64,76,94,73,89
Cc1ccc(CNc2ccc3nc(CCC4CCCCC4)[nH]c3c2)cc1,56,38,58,71,30,61,65,72
Cc1cccc(C)c1NCc1nnc(-c2ccc(O)cc2)o1,107,95,108,101,105,96,98,110
O=C(NNC(=S)Nc1cccc(C(F)(F)F)c1)c1ccncc1,102,99,100,110,98,x,107,107
CC(C)(C)c1ccc(OCc2nc3ccccc3n2-c2cccc(NS(C)(=O)=O)c2)cc1,110&95,98&62,100&88,112&102,104&70,96&86,101&87,132&99
Cc1cc(N(CCCNc2ccnc3cc(Cl)ccc23)Cc2cccs2)nc(Cl)n1,45,40,76,62,40,36,56,50
CCOC(=O)C1=C(C)OC(=O)CC1C (stereo unspecified),106,x,87,94,107,103,94,104
CCOC(=O)[C@H](CCc1ccccc1)N[C@@H](C)C(=O)N1CCC[C@H]1C(=O)O,105,87,101,97,105,121,106,110

# (next part)
SMILES,OVCAR-8,PC-3,SNB-19,SF-268,U251,SF-295,SF-539,DU-145
O=C(CCl)N(c1ccccc1)c1ccccc1,96,91,x,105,98,103,108,110
N#Cc1c(N)nc2c(c(N)nn2-c2ccccc2)c1-c1ccc(Cl)cc1Cl,39,36,19,26,19,12,39,42
COc1ccc(CCNc2nc(C)cc(N3CCOCC3)n2)cc1,87,75,99,99,90,77,100,98
COc1ccc2nc(-c3ccc(OC)c(OC)c3)cc(-c3nnc(SCC(=O)Nc4ccc(/C(C)=N\O)cc4)o3)c2c1,98,83,106,105,102,106,106,115
CCOC(CN/C(=C/c1ccc2ccccc2[n+]1C)SC)OCC,91,79,100,86,90,92,85,100
CC(=O)Oc1cccc2cccnc12,94,87,94,89,90,105,x,98
COc1ccc(C(=O)CC2(O)C(=O)N(CN3CCOCC3)c3ccc(Br)cc32)cc1 (stereo unspecified),96,88,103,104,93,113,105,110
COc1ccc(-c2cc(-c3ccc(OC)cc3)nc(N3CCN(CCNc4ccnc5cc(Cl)ccc45)CC3)n2)cc1,90,76,101,105,84,102,93,106
O=C1CCCN1CCc1cccc2ccccc12,105,99,100,115,103,124,101,126
CC(C)OC(=O)c1cccnc1,97,91,103,x,98,103,103,x
CSc1nnc2c3cc(Cl)ccc3n(C)c2n1,99,89,100,102,106,104,98,110
COC1OCC(O)C(O)C1O (stereo unspecified),104,92,113,98,94,105,107,105

# From PubChem BioAssay
